Screening data: PubChem, National Center for Advancing Translational Sciences (NCATS)
RECQ1 inh = inhibitors of human RECQ1 DNA helicase; P46063; RECQ1 DNA unwinding, red fluorescence kinetic read; Potency, µM (top dose mostly 57.3 µM), inactives show at the top dose activity, negative = inhibition, hits mostly inhibitors; 0.54% of 240,000 active; AID 2549;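 further: plate controls were vehicle for no effect and no enzyme for full effect; nearly all actives have a fitted effect of over 30% in size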
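RECQ1T1 50 nM; forked duplex (20 bp + 30-nt ss tails) 200 nM, ATP 2 mM final; pH 8.0, 2 mM MgCl2, 2.5 ug/ml poly(dI-dC); 15 min compound preincubation; discontinuous kinetic read over 2 h at RT.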
L3MBTL1 inh = inhibitors of human L3MBTL1; Q9Y468; AlphaScreen L3MBTL1–H3K9me1 peptide binding; Potency, µM (titrated, usually from 57.1 µM), for the others: top-dose activity, negative = inhibition, usual class: inhibitors; 0.66% of 230,000 active; AID 485360; further: on the % scale 0 is the no-effect control and ±100 the full control effect; nearly all actives have a fitted effect of over 60% in size
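First, the protein-peptide complex forms for 30 min at room temperature (L3MBTL1 50 nM, biotinylated H3K9me1 peptide 75 nM). Next, compounds are pin-transferred and incubated 30 min. Finally, AlphaScreen beads are added and read after 30 min.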
Tau fibril ThT = inhibitors of human tau fibril formation, thioflavin T binding; recombinant tau K18 P301L, heparin-induced fibrillization, ThT fluorescence; Potency, µM (doses to about 57.4 µM), for the others: at the top dose activity, negative = inhibition, most hits filed as inhibitors; 2.1% of 270,000 active; AID 1460; further: on the % scale 0 is the no-effect control and ±100 the full control effect; nearly all actives have a fitted effect of over 55% in size
Target sequence (P10636 561-689 P618L limits assumed): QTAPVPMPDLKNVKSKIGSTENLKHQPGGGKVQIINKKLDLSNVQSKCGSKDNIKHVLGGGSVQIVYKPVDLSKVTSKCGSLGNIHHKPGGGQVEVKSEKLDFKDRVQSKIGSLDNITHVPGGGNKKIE
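Fibril formation assay: tau K18 P301L at 15 uM with trace Alexa 594 label, heparin inducer 20 uM, pH 7 sodium acetate buffer, 37 C for 6 hr; endpoint ThT signal.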
LMNA splice mod = changes lamin A minigene splicing in HeLa cells; HeLa LMNA splicing GFP/RFP minigene ratio, 48 h; Potency, µM (titrated, usually from 46.1 µM), for inactives: at the highest dose ratio change, negative = inhibition, most hits filed as inhibitors; 0.01% of 200,000 active; active means well fitted inhibition curve with a large enough effect in the signal ratio, with a control signal flat, not every such curve was filed as active; inconclusive means small, poorly fitted or top-dose-only effect, or effect the other way, or a change in a side signal; the % refers to the signal ratio; further: on the % scale 0 is the no-effect control and ±100 the full control effect
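Read-out is the ratio of GFP to DsRed2 object intensity, acquired by 488 nm laser-scanning cytometry on HeLa lamin A-EGFP minigene reporter cells. Compound incubation 48 hrs at 37 °C in Opti-MEM with 2% FBS; DMSO 0.5% final.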
SMN2 splice up = SMN2 splice variant enhancement | HEK293 SMN2-luciferase splicing reporter, luminescence, 30-36 h | Potency, µM (series often up to 46.1 µM), for the others: at the top dose activity change, positive = activation, hits mostly activators | 2.8% of 210,000 active; further: % of control where 0% means no effect; nearly all actives have a fitted effect of over 55% in size
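HEK293 cells carry an SMN2 […]–luciferase reporter in which exon 7 inclusion puts luciferase in frame. Cells were plated 10-12 h before compound addition, then incubated 30-36 h at 37C. ONE-Glo luminescence was read; sodium butyrate at 4.5 mM final served as control.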
ALDH1A1 inh = blocks purified human ALDH1A1 activity; AID 1030; Potency, µM (doses to about 75.3 µM), for inactives: at the highest dose activity, negative = inhibition, hits mostly inhibitors; Purified ALDH1A1, NADH fluorescence, propionaldehyde substrate; 7.3% of 220,000 active; active means well fitted inhibition curve with a large enough effect, not every such curve was filed as active; inconclusive means small, poorly fitted or top-dose-only effect, or another doubt; inactive means no such curve, though single readings can be large or run the other way;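 further: plate controls were no enzyme wells and a reference inhibitor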
Target sequence (P00352 whole entry, looked up): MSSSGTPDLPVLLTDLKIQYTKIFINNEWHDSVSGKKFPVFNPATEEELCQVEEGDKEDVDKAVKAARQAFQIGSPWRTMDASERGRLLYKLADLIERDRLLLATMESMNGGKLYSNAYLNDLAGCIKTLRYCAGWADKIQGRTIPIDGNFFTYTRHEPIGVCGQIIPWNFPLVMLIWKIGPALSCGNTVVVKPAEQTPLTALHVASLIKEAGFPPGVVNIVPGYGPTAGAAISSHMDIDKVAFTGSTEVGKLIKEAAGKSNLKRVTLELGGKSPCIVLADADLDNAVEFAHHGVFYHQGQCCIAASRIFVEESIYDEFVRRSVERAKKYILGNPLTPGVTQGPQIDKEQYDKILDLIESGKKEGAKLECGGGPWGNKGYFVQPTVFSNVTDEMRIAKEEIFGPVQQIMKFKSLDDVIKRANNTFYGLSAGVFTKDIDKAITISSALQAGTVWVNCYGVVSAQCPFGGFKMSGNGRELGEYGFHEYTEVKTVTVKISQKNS
Luc counter = Kinase-Glo luciferase inhibition (counter-screen); Q27757; Kinase-Glo luciferase, ATP luminescence, 8 min; Potency, µM (series often up to 38.3 µM), inactives show at the top dose activity change, negative = inhibition, hits mostly inhibitors; 0.28% of 200,000 active; further: on the % scale 0 is the no-effect control and ±100 the full control effect; nearly all actives have a fitted effect of over 60% in size
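Kinase-Glo luciferase light output from ATP and luciferin was measured with 10 uM ATP, within the enzyme's linear range. Buffer: 50 mM imidazole pH 7.2, 50 mM KCl, 7 mM MgCl2, 0.01% Tween 20, 0.05% BSA; luminescence read after 8 min at ambient temperature.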
KDM4E inh = inhibitors of human JMJD2E histone demethylase. AID 2147. JMJD2E catalytic domain, FDH-coupled NADH fluorescence (FDH is formaldehyde dehydrogenase). Potency, µM (doses to about 57.1 µM), for inactives: top-dose activity change, negative = inhibition, usual class: inhibitors. B2RXH2. 1.6% of 230,000 active; active means well fitted inhibition curve with a large enough effect, not every such curve was filed as active; inconclusive means small, poorly fitted or top-dose-only effect, or another doubt; inactive means no such curve, though single readings can be large or run the other way;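 further: 0% = wells with enzyme and -100% = buffer wells without enzyme; nearly all actives have a fitted effect of over 50% in size; many of its hits are not listed in these tables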
Target sequence (B2RXH2 1-337 limits assumed): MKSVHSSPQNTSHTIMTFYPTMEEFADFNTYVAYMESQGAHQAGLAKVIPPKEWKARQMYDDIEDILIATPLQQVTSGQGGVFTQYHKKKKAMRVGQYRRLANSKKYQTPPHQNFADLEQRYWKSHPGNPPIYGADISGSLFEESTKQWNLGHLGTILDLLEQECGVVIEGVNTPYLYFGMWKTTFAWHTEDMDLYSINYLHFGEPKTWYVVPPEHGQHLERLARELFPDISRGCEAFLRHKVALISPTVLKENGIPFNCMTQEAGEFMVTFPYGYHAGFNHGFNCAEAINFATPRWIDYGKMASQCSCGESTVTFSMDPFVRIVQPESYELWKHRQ
An asterisk follows results filed as active; [ ] = remark or other dose. Unless noted, the call rests on the fitted dose curve; in most records, active means well fitted curve in the direction sought with a large enough effect; inconclusive means small, poorly fitted or top-dose-only effect, or another doubt; inactive means no such curve, though single readings can be large; an effect the other way counts as inactive or inconclusive. Potency means the concentration at half of the fitted maximal effect. Some of the compounds tested (hit frequency here may not be typical).

How did O=C(c1ccc2c(c1)OCO2)C1CCCN(Cc2cn[nH]c2-c2cccc(F)c2)C1 (stereo not given) do in these assays?
RECQ1 inh: -3%; L3MBTL1 inh: -13%; Tau fibril ThT: 2%; SMN2 splice up: -20%; ALDH1A1 inh: -3%; Luc counter: 0%; KDM4E inh: -21%

What do the screens show for `CCOC(=O)c1cnc(SCC(=O)c2ccc(Cl)cc2)nc1N`?
RECQ1 inh: 3%; Tau fibril ThT: inconclusive; LMNA splice mod: 1%; SMN2 splice up: -9%; ALDH1A1 inh: -5%; Luc counter: -2%; KDM4E inh: 1%

Results for Cc1ccc(NS(=O)(=O)c2cc(OCC(N)=O)c(C)cc2Cl)cc1 ?
RECQ1 inh: -14%; L3MBTL1 inh: 6%; Tau fibril ThT: 0%; LMNA splice mod: -11%; SMN2 splice up: -4%; ALDH1A1 inh: 8%; Luc counter: -4%; KDM4E inh: -4%

How did CCOC(=O)c1nc(C)sc1-c1ccnn1S(=O)(=O)c1ccc(C)cc1 do in these assays?
RECQ1 inh: 10%; L3MBTL1 inh: -17%; Tau fibril ThT: 8%; ALDH1A1 inh: 3.2µM*; KDM4E inh: -2%

How did O=C(NCCc1ccc(Cl)cc1)C1CCN(S(=O)(=O)c2cccc3nonc23)CC1 do in these assays?
RECQ1 inh: -4%; Tau fibril ThT: 1%; LMNA splice mod: 6%; SMN2 splice up: 0%; ALDH1A1 inh: -15%; Luc counter: 0%; KDM4E inh: 4%

What do the screens show for `Cc1cccc(N(CC(=O)NCc2ccc3c(c2)OCO3)C(=O)CCC(=O)Nc2ccccn2)c1C`?
RECQ1 inh: 18%; L3MBTL1 inh: -10%; Tau fibril ThT: 0%; LMNA splice mod: 2%; SMN2 splice up: -7%; ALDH1A1 inh: 28µM*; Luc counter: 0%; KDM4E inh: -8%

Results for CCOc1ccc(C(=O)NCC(=O)OCc2cc([N+](=O)[O-])cc3c2OCOC3)cc1OCC ?
RECQ1 inh: -2%; L3MBTL1 inh: 13%; Tau fibril ThT: -5%; LMNA splice mod: 0%[46 µM]; SMN2 splice up: 3%; ALDH1A1 inh: -6%; Luc counter: -1%; KDM4E inh: 6%

How did CNC(=O)[C@H]1O[C@@H](n2cnc3c(NCc4ccc(N)cc4)ncnc32)[C@H](O)[C@H]1O do in these assays?
RECQ1 inh: 2%; Tau fibril ThT: -2%; LMNA splice mod: inconclusive; SMN2 splice up: 2%; ALDH1A1 inh: 3%; Luc counter: -1%; KDM4E inh: 1%

Results for Cc1nn(-c2ccccc2)c(N2CCCC2)c1/C=N/O ?
RECQ1 inh: -7%; Tau fibril ThT: -5%; LMNA splice mod: -13%; SMN2 splice up: 7%; ALDH1A1 inh: 1%; Luc counter: -4%; KDM4E inh: 10%

How did O=C(Nc1ccc2ncccc2c1)Nc1ccc2ncccc2c1 do in these assays?
RECQ1 inh: -8%; Tau fibril ThT: 4%; SMN2 splice up: 1%[9.22 µM]; ALDH1A1 inh: 6%[13.5 µM]; Luc counter: 0%[7.66 µM]; KDM4E inh: -16%

How did O=C(NCCCCCNC(=O)c1ccco1)c1ccco1 do in these assays?
RECQ1 inh: -4%; Tau fibril ThT: -8%; LMNA splice mod: 5%; SMN2 splice up: inconclusive; ALDH1A1 inh: 28µM*; Luc counter: 1%; KDM4E inh: -3%

What do the screens show for `Cc1ccc(S(=O)(=O)N(C)C)cc1NC(=O)COC(=O)Cc1ccc(Br)cc1`?
RECQ1 inh: -4%; L3MBTL1 inh: 11%; Tau fibril ThT: -2%; LMNA splice mod: -12%[46 µM]; SMN2 splice up: 8%; ALDH1A1 inh: 14%; Luc counter: -1%; KDM4E inh: -1%

What do the screens show for `Cc1ccc(NC(=O)CNC(=O)c2ccccc2F)cc1Cl`?
RECQ1 inh: inactive; L3MBTL1 inh: -4%; Tau fibril ThT: -9%; LMNA splice mod: -8%; SMN2 splice up: inconclusive; ALDH1A1 inh: 4%; Luc counter: 1%; KDM4E inh: 0%

Results for CCn1c(SCC(=O)NCc2ccco2)nnc1-c1ccncc1 ?
RECQ1 inh: -7%; L3MBTL1 inh: -10%; Tau fibril ThT: -4%; SMN2 splice up: -4%; ALDH1A1 inh: -4%; Luc counter: -2%; KDM4E inh: 7%

Results for S=c1nc(Cc2ccc(Cl)cc2)[nH]c2ccccc12 ?
RECQ1 inh: -17%; L3MBTL1 inh: 15%; Tau fibril ThT: -4%; LMNA splice mod: 19%[46 µM]; SMN2 splice up: -12%; ALDH1A1 inh: 0%; Luc counter: 1%; KDM4E inh: -3%

What do the screens show for `COc1ccc(-c2[nH]ncc2CN2CCC(C(=O)c3ccc(F)cc3)CC2)cc1`?
RECQ1 inh: -13%; L3MBTL1 inh: -9%; Tau fibril ThT: 4%; LMNA splice mod: inconclusive; ALDH1A1 inh: -3%; KDM4E inh: -1%

How did O=C(c1ccc(F)cc1)c1cnc(Nc2ccccc2)s1 do in these assays?
RECQ1 inh: inactive; Tau fibril ThT: -6%; ALDH1A1 inh: -2%; Luc counter: -3%; KDM4E inh: -7%

How did CC(=O)NS(=O)(=O)c1ccc(NC(=O)CC(C)c2ccccc2)cc1 (stereo not given) do in these assays?
RECQ1 inh: inactive; L3MBTL1 inh: -2%; Tau fibril ThT: -9%; LMNA splice mod: 25%[46 µM]; SMN2 splice up: -3%; ALDH1A1 inh: 1%; Luc counter: 3%; KDM4E inh: 0%

What do the screens show for `O=C(Oc1ccc2[nH]cc(CCN3C(=O)c4ccccc4C3=O)c2c1)c1ccco1`?
RECQ1 inh: inactive; L3MBTL1 inh: -7%; Tau fibril ThT: -1%; LMNA splice mod: 6%; SMN2 splice up: -21%; ALDH1A1 inh: inconclusive; Luc counter: -4%; KDM4E inh: -4%

Results for OCCNCCOc1ccccc1F ?
RECQ1 inh: -19%; L3MBTL1 inh: 9%; Tau fibril ThT: -9%; LMNA splice mod: -6%; SMN2 splice up: 2%; ALDH1A1 inh: 12%; Luc counter: 1%; KDM4E inh: 4%

How did O=C1C2CCCN2C(c2ccccc2)N1c1nccs1 (stereo not given) do in these assays?
RECQ1 inh: 11%; L3MBTL1 inh: 46%[activator]; Tau fibril ThT: -1%; LMNA splice mod: 12%; SMN2 splice up: -16%; ALDH1A1 inh: 0%; Luc counter: -5%; KDM4E inh: 0%

How did CC(C)CCNC(=O)C1CC(=O)N(C2CCCC2)C1 (stereo not given) do in these assays?
RECQ1 inh: 0%; Tau fibril ThT: -13%; LMNA splice mod: 14%; SMN2 splice up: 6%; ALDH1A1 inh: -3%; Luc counter: 0%; KDM4E inh: 12%

How did CCOc1nc(NCCN2CCOCC2)nc(Nc2ccc(C)cc2)n1 do in these assays?
RECQ1 inh: -8%; L3MBTL1 inh: -6%; Tau fibril ThT: -15%; LMNA splice mod: 7%; SMN2 splice up: 9%; ALDH1A1 inh: -2%; Luc counter: -7%; KDM4E inh: -2%

How did N#Cc1ccsc1NC(=O)CN1CCN(c2ccccc2O)CC1 do in these assays?
RECQ1 inh: -2%; L3MBTL1 inh: -11%; Tau fibril ThT: -12%; LMNA splice mod: -8%; SMN2 splice up: -2%; ALDH1A1 inh: inconclusive; Luc counter: -2%; KDM4E inh: 1%

Results for Cc1cc([N+](=O)[O-])nn1CC(=O)Nc1cnc2ccccc2c1 ?
RECQ1 inh: -11%; Tau fibril ThT: -14%; SMN2 splice up: -20%; ALDH1A1 inh: 8%; Luc counter: -2%; KDM4E inh: 0%

Results for O=C(CN1C(=O)NC2(CCCCCC2)C1=O)N1CCC(Cc2ccccc2)CC1 ?
RECQ1 inh: -5%; L3MBTL1 inh: 4%; Tau fibril ThT: -11%; LMNA splice mod: inconclusive; SMN2 splice up: -93%[inhibitor]; ALDH1A1 inh: 22µM*; Luc counter: 4%; KDM4E inh: -2%

Results for Cc1ccc(-c2csc(N3CCC(NS(=O)(=O)c4ccc5c(c4)OCCO5)CC3)n2)cc1 ?
RECQ1 inh: -21%; L3MBTL1 inh: -1%; Tau fibril ThT: -19%; LMNA splice mod: -9%; SMN2 splice up: -52%[inhibitor]; ALDH1A1 inh: inconclusive; Luc counter: 6%; KDM4E inh: 2%

Results for CC1CCN(c2nc(Cl)nc(Nc3ccc([N+](=O)[O-])cc3)n2)CC1 ?
RECQ1 inh: -6%; L3MBTL1 inh: -26%; Tau fibril ThT: inconclusive; LMNA splice mod: 1%; SMN2 splice up: 3%; ALDH1A1 inh: 16µM*; Luc counter: -3%; KDM4E inh: -3%

How did O=c1n(Cc2ccccc2Cl)nc2n1-c1ccccc1SC2 do in these assays?
RECQ1 inh: inactive; L3MBTL1 inh: 28%; Tau fibril ThT: -15%; KDM4E inh: -7%

Results for O=C(Nc1ccc2nsnc2c1)NC1CCCCC1 ?
RECQ1 inh: -5%; Tau fibril ThT: -10%; LMNA splice mod: 15%; SMN2 splice up: inconclusive; ALDH1A1 inh: inconclusive; Luc counter: 19%; KDM4E inh: inconclusive

Compounds from the list above that have an aryl thioether with sulfur outside any ring (2):
What do the screens show for `CCOC(=O)c1cnc(SCC(=O)c2ccc(Cl)cc2)nc1N`?
RECQ1 inh: 3%; Tau fibril ThT: inconclusive; LMNA splice mod: 1%; SMN2 splice up: -9%; ALDH1A1 inh: -5%; Luc counter: -2%; KDM4E inh: 1%

Results for CCn1c(SCC(=O)NCc2ccco2)nnc1-c1ccncc1 ?
RECQ1 inh: -7%; L3MBTL1 inh: -10%; Tau fibril ThT: -4%; SMN2 splice up: -4%; ALDH1A1 inh: -4%; Luc counter: -2%; KDM4E inh: 7%
